Assay outcomes as filed in PubChem BioAssay.
GLP1R ag: agonists of human GLP-1 receptor. P43220. HEK293 GLP-1R CRE-luciferase, luminescence, 4-6 h; cells express a hypersensitive GLP-1R form. Potency, µM (series often up to 45.6 µM), for the others: at the highest dose activation, most hits filed as activators. hit rate 0.007% among 380,000. AID 624172; also: potency is read from the fitted curve at half-maximal effect; % of control where 0% means no effect
Target sequence (P43220 whole entry, looked up): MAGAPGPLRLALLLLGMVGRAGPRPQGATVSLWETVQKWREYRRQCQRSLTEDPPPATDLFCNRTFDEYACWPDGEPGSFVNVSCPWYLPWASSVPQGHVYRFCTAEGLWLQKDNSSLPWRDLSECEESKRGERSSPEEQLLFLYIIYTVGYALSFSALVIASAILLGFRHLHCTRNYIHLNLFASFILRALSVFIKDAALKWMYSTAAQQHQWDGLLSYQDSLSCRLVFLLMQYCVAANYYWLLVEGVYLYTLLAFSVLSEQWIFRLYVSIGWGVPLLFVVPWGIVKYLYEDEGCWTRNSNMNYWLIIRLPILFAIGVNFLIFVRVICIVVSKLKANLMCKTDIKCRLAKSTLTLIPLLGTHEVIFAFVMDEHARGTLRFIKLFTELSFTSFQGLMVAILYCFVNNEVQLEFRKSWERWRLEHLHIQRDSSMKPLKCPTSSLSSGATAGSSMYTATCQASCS
GLP1R inv ag: GLP-1 receptor (human) inverse agonism; HEK293 GLP-1R CRE-luciferase, luminescence, 24 h; GLP-1R form is constitutively active; Potency, µM (highest dose often 38.3 µM), for inactives: at the highest dose activity change, negative = inhibition, actives largely listed as inhibitors; P43220; AID 624417; hit rate 1.6% among 410,000; also: potency is read from the fitted curve at half-maximal effect; % is scaled to controls: 0 for no effect and ±100 for the full control effect; nearly all actives have a fitted effect of over 55% in size
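qHTS in 1536-well format: reporter HEK293 cells expressing constitutive GLP-1R activity in DMEM + 10% Nu serum, 24 hr with compounds at 37 deg C, luminescence read after 12 min with detection reagent.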
D3 antag: blocks the human D3 dopamine receptor | hit rate 2.5% among 360,000 | P35462 | max response, negative = inhibition, % | D3R cells, DiscoveRx beta-arrestin luminescence, antagonist mode; hits give low values; in the data active = max response below about -50%; inconclusive = no clear call, values can overlap the other calls; also: % is scaled to controls: 0 for no effect and ±100 for the full control effect; mostly tested at two doses, the higher about 12 µM
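Cells plated overnight at 1500 cells/well, then exposed to library compounds with dopamine controls for 90 minutes at 37 degrees C. DiscoveRx reagent added for 30–60 minutes at room temperature; luminescence read, quantitative HTS format.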
D3 ag: D3 dopamine receptor (human) agonism; P35462; D3R DiscoveRx beta-arrestin cells, luminescence, 90 min; max activation, %; hit rate 0.58% among 410,000; in the data active = max activation above about 30%; also: 0% is about no effect; mostly tested at two doses, the higher about 12 µM
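Cells at 1500/well, incubated overnight, then treated with pinned compounds (dopamine as control) for 90 min at 37 degrees C. DiscoveRx reagent added for 30 - 60 minutes at room temperature; luminescence read.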
TDP-43 yeast inh: TDP-43 toxicity inhibition in yeast. TDP-43 expressing yeast growth rescue, BacTiter-Glo, 24 h. Potency, µM (series often up to 46.1 µM), inactives show at the highest dose growth rescue (activation), usual class: activators. hit rate 1.8% among 410,000. AID 652104; also: potency is read from the fitted curve at half-maximal effect; % of control where 0% means no effect; nearly all actives have a fitted effect of over 50% in size
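Luminescence from BacTiter-Glo reports growth of TDP-43-expressing yeast after 24 hr at 30 deg C with compound. Cells were raffinose-pregrown to mid-log, then seeded in galactose medium at OD600=0.02.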
KB-V1 cytotox: kills drug-selected multidrug resistant KB-V1 cells | hit rate 3.4% among 400,000 | Potency, µM (titrated, usually from 46.1 µM), for the others: at the top dose activity change, negative = cytotoxicity, usual class: cytotoxic | KB-V1 MDR cells viability, CellTiter-Glo, 72 h; also: potency is read from the fitted curve at half-maximal effect; % is scaled to controls: 0 for no effect and ±100 for the full control effect; nearly all actives have a fitted effect of over 60% in size
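KB-V1 MDR subline cells in DMEM (phenol-red free, 10% FBS) exposed to compounds in qHTS concentration series for 72 h at 37 degrees C. Viability read by CellTiter-Glo luminescence; concentration-effect curves fitted after normalization and correction.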
aSyn rescue: alpha-synuclein toxicity inhibition in yeast; AID 652106; hit rate 0.14% among 370,000; Potency, µM (highest dose often 46.1 µM), for inactives: at the highest dose growth rescue (activation), hits mostly activators; Yeast expressing alpha-synuclein, growth rescue, BacTiter-Glo, 24 h; also: potency is read from the fitted curve at half-maximal effect; % of control where 0% means no effect; nearly all actives have a fitted effect of over 65% in size
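Readout is rescue of growth in alpha-synuclein-expressing yeast, so inhibitors of toxicity appear as activators. Growth after 24 hr at 30 deg C in galactose medium is quantified by luminescence.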
PTHR1 ag: PTHR1 (human) receptor agonism; Potency, µM (series often up to 115 µM), without a hit: top-dose activation, most hits filed as activators; Q03431; hit rate 0.075% among 410,000; HEK293 GP2 PTHR1 cells, GloSensor cAMP luminescence, 1 h; also: potency is read from the fitted curve at half-maximal effect; nearly all actives have a fitted effect of over 55% in size; some results filed as inactive show a strong effect at the top dose; inactives centre near -15; many of its hits are not listed in these tables
Target sequence (Q03431 whole entry, looked up): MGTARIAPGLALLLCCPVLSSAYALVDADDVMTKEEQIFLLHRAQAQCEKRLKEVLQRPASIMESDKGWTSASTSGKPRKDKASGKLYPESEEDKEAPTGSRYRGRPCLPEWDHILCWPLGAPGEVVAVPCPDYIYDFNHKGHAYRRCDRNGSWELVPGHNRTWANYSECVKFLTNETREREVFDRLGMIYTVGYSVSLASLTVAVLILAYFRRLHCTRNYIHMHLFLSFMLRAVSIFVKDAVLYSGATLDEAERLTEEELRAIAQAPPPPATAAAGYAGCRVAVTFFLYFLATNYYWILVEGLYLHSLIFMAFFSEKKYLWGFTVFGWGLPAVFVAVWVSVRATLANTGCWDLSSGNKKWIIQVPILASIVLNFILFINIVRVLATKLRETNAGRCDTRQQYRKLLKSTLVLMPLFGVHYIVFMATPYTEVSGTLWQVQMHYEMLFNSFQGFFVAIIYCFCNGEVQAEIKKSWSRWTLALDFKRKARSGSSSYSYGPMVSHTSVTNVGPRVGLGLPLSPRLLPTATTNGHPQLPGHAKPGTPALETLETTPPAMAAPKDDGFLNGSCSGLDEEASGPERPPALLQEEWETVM
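HEK-293-derived GP2 cells expressing PTHR1 and a GloSensor cAMP reporter, 3,000/well, plated overnight, given luciferin plus IBMX (each 0.5 mM as added) for 1 h at 37 °C, then compound for 1 h at 37 °C. Luminescence was read after 15 min at room temperature.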
HEK293 tox: cytotoxicity counter-screen for GLP-1 receptor inverse agonists | HEK293 cAMP-luciferase reporter cells, luminescence, 24 h | Potency, µM (series often up to 38.3 µM), for inactives: at the highest dose activity change, negative = inhibition, usual class: inhibitors | hit rate 0.13% among 410,000;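 also: loss of luciferase light is scored as toxicity; potency is read from the fitted curve at half-maximal effect; % is scaled to controls: 0 for no effect and ±100 for the full control effect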
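Quantitative HTS format, 1536 wells, 200 cells/uL seeded. Compounds: 23 nL, 24 h, 37 °C. Detection: luciferase reagent, luminescence at 12 min RT; decreased signal taken as cytotoxic.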
The depositor's hits bear a star; i = inactive; ? = inconclusive; . = not tested or not shown; [ ] = another dose, or the depositor's remark. Unless noted, calls follow the shape of the dose curve; as a rule, active = well fitted curve in the direction sought with a large enough effect; inconclusive = small, poorly fitted or top-dose-only effect, or another doubt; inactive = no such curve, though single readings can be large; an effect the other way counts as inactive or inconclusive. Some of the compounds tested. The share of hits here may be higher or lower than overall.

SMILES | GLP1R ag | GLP1R inv ag | D3 antag | D3 ag | TDP-43 yeast inh | KB-V1 cytotox | aSyn rescue | PTHR1 ag | HEK293 tox
O=[N+]([O-])c1ccc(CSC2=NCCN2)cc1 | -1% | ? | -1 | -6 | 6% | 15% | 9% | i | 14%
COc1cccc(C(=O)CSc2nccn2C)c1 | 17% | 42%[activator] | 4 | -5 | -7% | 8% | 9% | -23% | -9%
CCOC(=O)c1cccc(NS(=O)(=O)c2c(C(=O)N3CCCCCC3)c(C)n(C)c2C)c1 | 0% | -21% | 13 | 3 | 2% | ? | 3% | -45%[inhibitor] | -14%
C[C@@]12CCC[C@H](O1)[C@@H]([C@H](O)c1ccccc1)O2 | 1% | 12% | -13 | -14 | -1% | -12% | -5% | -7% | -4%
COc1ccc(Cn2nnnc2C(c2ccc(C)cc2)N2CCN(C3CCCC3)CC2)cc1 (stereo not drawn) | -3% | ? | -29 | -8 | 10% | 0% | -5% | i | -23%
O=C(c1cccc([N+](=O)[O-])c1)N(c1ccccn1)c1ccccn1 | 4% | 9% | 25 | 8 | 13% | 11% | 12% | i | 7%
Cn1c(NCc2ccc3occc3c2)nc2cc(-c3ccc(F)cc3)sc2c1=O | -1% | 3% | 27 | 3 | ? | -1% | 13% | -23% | 2%
COc1ccc(N(CC(=O)N2CCN(c3ccc(Cl)cc3)CC2)S(=O)(=O)c2c(C)noc2C)cc1 | 7% | ? | -1 | 0 | 26% | -16% | 4% | -12% | -15%
Cc1onc(-c2ccccc2Cl)c1C(=O)Nc1ccc(F)c(F)c1 | -14% | 4% | 15 | -3 | -6% | 22% | . | -8% | -5%
C/C(=N\NC(=S)NCc1ccccc1)c1ccc(C(C)(C)C)cc1 | -2% | ? | ? | -34 | 25% | 18µM* | 9% | i | -12%
O=C(N/C(=C/c1ccc(Br)cc1)C(=O)N1CCCC1)c1cccs1 | 0% | ? | -22 | -6 | -12%[9.22 µM] | -7% | -2% | i | -2%
Cc1ccc(CN2CC(C(=O)NC3CCCC(C)C3C)CC2=O)cc1 (stereo not drawn) | 12% | -14% | -8 | -2 | -5% | 0% | 4% | -28% | 2%
COc1ccc(CN2CCC(C)CC2)cc1OCc1ccccc1 | 7% | ? | -89* | -25 | 1% | ? | -4% | i | 8%
O=C(CC(c1cccs1)N1Cc2ccccc2C1=O)Nc1ccc(Cl)cc1 (stereo not drawn) | . | 3% | . | -21 | -22% | . | . | -67%[inhibitor] | -6%
COc1ccc(N2CCN(C(=O)[C@H](C)NC(=O)c3ccccc3Cl)CC2)cc1 | 10% | -18% | -7 | -3 | 0% | ? | -6% | -77%[inhibitor] | -2%
CCCNC(=O)c1ccc(Cn2cc(C(F)(F)F)ccc2=O)cc1 | 5% | 18% | 2 | 5 | -1% | -1% | 1% | i | 20%
CCOC(=O)c1c(CN2CCCCC2C)oc2ccc(OC)cc12 (stereo not drawn) | 5% | -4% | -24 | -12 | -19% | -1% | 6% | -23% | -22%
CC(C)CC(C(=O)NCc1ccccn1)N1C(=O)c2ccccc2C1=O (stereo not drawn) | -1% | 10% | -6 | 12 | 25% | -3% | -1% | -21%[57.5 µM] | -3%
Cc1nc(N2CCN(C(=O)c3ccco3)CC2)nc2c1C(=O)CCC2 | 0% | 24% | 23 | 2 | ? | 12% | 0% | -37% | -1%
CCOC(=O)c1c(NC(C)=O)c2c3c(sc2n1Cc1nc(-c2ccc(Cl)cc2)oc1C)CCCC3 | . | 11% | . | -3 | 12% | . | . | i | 5%
Cc1cccc(NC(=O)CSc2nc3ccccc3nc2N2CCCC2)c1C | 9% | 8% | 14 | 4 | 9% | 6% | -3% | -4% | -21%
Fc1ccc(N=C2NN=C(c3cc(F)ccc3F)CS2)cc1 | -1% | ? | -11 | -15 | ? | -18% | 5% | i | ?
COc1cc2c(cc1OC)C(c1ccccc1O)N(C1CC(=O)N(c3ccccc3)C1=O)CC2 (stereo not drawn) | 15% | 0% | 19 | -26 | ? | -27% | 4% | -11%[57.5 µM] | 0%
CC(C)Cc1cc(C(=O)NCCN2CCOCC2)no1 | -3% | -4% | 0 | 0 | 14% | -24% | -1% | -21% | -14%
COc1ccc(-c2oc(=O)c3cc(OC)c(OC)cc3c2/C=C/c2ccc([N+](=O)[O-])cc2)cc1 | 2% | 5% | -7 | 1 | -2% | 5% | -1% | -4% | 5%
COc1ccc(-c2cc(C(=O)Nc3ccc(Br)cc3)no2)cc1 | 0% | -9% | -5 | 5 | 2% | -9% | -1% | i | 9%
COc1ccc(/C=C(\NC(=O)c2ccco2)C(=O)NC(Cc2ccccc2)C(=O)O)cc1 (stereo not drawn) | 2% | 19% | 20 | 0 | -8% | ? | -8% | 0% | 9%
C=CCN1C(=O)C(CC(=O)Nc2ccccc2)S/C1=N/c1nccs1 (stereo not drawn) | 6% | -7% | -22 | 10 | -18% | -19% | 9% | i | 1%
COc1ccc(C(=O)O/N=C(\N)c2ccc(Br)cc2)cc1 | 19% | 25% | 16 | -8 | 2.5µM* | ? | -26% | -28% | -25%
Cc1ccsc1/C=N/NC(=O)CNC(=O)c1ccccc1 | -2% | 2% | -1 | 3 | 6% | 7% | 0% | i | 0%
CC(=O)N1CCN(c2ccc(NC(=O)c3ccccc3C)cc2)CC1 | 1% | 3% | 3 | -1 | 13% | -10% | -11% | -6% | 1%
COC(=O)C1=CN(c2ccc(C)cc2)C(N)=C(C#N)C1c1ccccc1F (stereo not drawn) | . | -14% | 12 | 5 | 11% | ? | 8% | -3% | -2%
COc1ccc([C@H]2CC(=O)C=C(c3cccc(Cl)c3)C2)cc1OC | 3% | 4% | -11 | 14 | 22µM* | ? | 10% | -14% | 2%
NC(=O)Cn1nnc(-c2ccc(NC(=O)c3ccc(F)cc3)cc2)n1 | 9% | 5% | -23 | -3 | -5% | 2% | 1% | -6% | -3%
COc1cccc(CN2CC(C(=O)NCCC3=CCCCC3)CCC2=O)c1 (stereo not drawn) | 9% | -10% | -2 | 2 | 10% | 2% | 0% | 1% | 6%
CC1CC(=O)Nc2ccccc2N1S(=O)(=O)c1ccc(C(F)(F)F)cc1 (stereo not drawn) | -10% | -10% | -6 | 0 | 6% | -13% | 1% | i | 21%

Filtered by structure: the compounds so far containing a furan ring, fused or not.
SMILES | GLP1R ag | GLP1R inv ag | D3 antag | D3 ag | TDP-43 yeast inh | KB-V1 cytotox | aSyn rescue | PTHR1 ag | HEK293 tox
Cn1c(NCc2ccc3occc3c2)nc2cc(-c3ccc(F)cc3)sc2c1=O | -1% | 3% | 27 | 3 | ? | -1% | 13% | -23% | 2%
CCOC(=O)c1c(CN2CCCCC2C)oc2ccc(OC)cc12 (stereo not drawn) | 5% | -4% | -24 | -12 | -19% | -1% | 6% | -23% | -22%
Cc1nc(N2CCN(C(=O)c3ccco3)CC2)nc2c1C(=O)CCC2 | 0% | 24% | 23 | 2 | ? | 12% | 0% | -37% | -1%
COc1ccc(/C=C(\NC(=O)c2ccco2)C(=O)NC(Cc2ccccc2)C(=O)O)cc1 (stereo not drawn) | 2% | 19% | 20 | 0 | -8% | ? | -8% | 0% | 9%

More compounds:
SMILES | GLP1R ag | GLP1R inv ag | D3 antag | D3 ag | TDP-43 yeast inh | KB-V1 cytotox | aSyn rescue | PTHR1 ag | HEK293 tox
COc1cc(C2/C(=C(\O)c3ccc4c(c3)CC(C)O4)C(=O)C(=O)N2CCCn2ccnc2)cc(OC)c1OC (stereo not drawn) | 1% | -19% | 3 | -14 | -1% | ? | 2% | i | -4%
COc1ccc(CNC(=O)COC(=O)CCn2c(C)csc2=O)cc1OC | 12% | 16% | 9 | -4 | -4% | 0% | -3% | i | 13%
Cc1ccc(NC(=O)COc2coc(CN3CCc4ccccc43)cc2=O)c(C)c1 | -6% | ? | 12 | 3 | 0% | ? | 12% | -12% | -9%
O=C(COC(=O)/C=C/c1cccc([N+](=O)[O-])c1)Nc1cccnc1Cl | 1% | 13% | -9 | 3 | 0% | 0% | 10% | i | 2%
CCCC1=Nc2cc(C(=O)NCc3ccccc3)ccc2Sc2ccccc21 | . | 4µM* | . | -13 | 23% | . | . | i | -28%
Cc1cccc(CNC(=O)c2ccc(N3Cc4ccccc4Oc4ncccc43)s2)c1 | . | -30% | . | 1 | 20% | -5% | . | i | 4%
CSc1nc(N)nc2c1ncn2CC(=O)NCCNc1ccc([N+](=O)[O-])cn1 | 8% | 13% | 8 | -5 | 15% | ? | -1% | 0% | -8%
Cn1c(=O)oc2cc(S(=O)(=O)NCc3ccc(F)cc3)ccc21 | 20% | 22% | 14 | -5 | 24% | . | 0% | -4% | -7%
CCN1CCN(C(=S)Nc2cccc(C(F)(F)F)c2)CC1 | 4% | ? | 0 | -8 | 0% | ? | -3% | -18% | 4%
Cc1ccccc1NC(=O)c1c(-c2ccccc2)noc1C | -2% | -26% | ? | 2 | 23% | -3% | -6% | i | -3%
Cc1cc(C)c2c(CC(=O)NN(C)C)coc2c1 | 27% | 0% | 9 | -16 | -18% | ? | -6% | ? | 2%
Cc1ccccc1-c1nc2sc(-c3ccccc3)cc2c(=O)o1 | -7% | 65%[activator] | -1 | 7 | 0% | 19% | 14% | -12%[57.5 µM] | 5%
Cc1cc2c(OCC(O)CNCc3ccco3)cccc2[nH]1 (stereo not drawn) | -3% | -19% | ? | -15 | -7% | -12% | -10% | ? | ?
COc1ccc(-c2ccc(/C=N/N3C(=O)C4C5C=CC(C6CC56)C4C3=O)o2)c([N+](=O)[O-])c1 (stereo not drawn) | 1% | ? | 34 | 3 | 20% | 0% | 5% | i | ?
COc1cccc(NC(=O)CCc2nc3c(C)nn(-c4ccc(C)cc4)c3n(C)c2=O)c1 | . | 5% | . | -7 | 6% | 17% | . | -23% | 1%
CN(C(=O)COC(=O)c1nc(Cl)c(Cl)c(Cl)c1Cl)C1CCS(=O)(=O)C1 (stereo not drawn) | -9% | ? | ? | -4 | -3% | ? | 0% | -10% | ?
